HSF1 inh: HSF1 inhibition. NIH3T3-HGL HSE-luciferase, MG132-induced, luminescence 8 h; active compounds read low. activity change, negative = inhibition, % at 7.5 µM (by protocol). hit rate 0.77% among 300,000;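 active = more than half of replicate wells show activity change below -50%, luminescence cut by over half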;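 note: luciferase reports HSF-1 transcriptional activity via heat shock element; 0% = median of DMSO wells and -100% = zero luminescence signal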
DYRK1A inh: Dyrk1A (rat) kinase inhibition | Q63470 | ADP-Glo luminescence, NFATc1 peptide | inhibition, % at 12.5 µM | hit rate 0.43% among 310,000 | AID 504441; in the data active = inhibition above about 50%;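 note: plate controls were vehicle with enzyme for no effect and no enzyme for full effect; many of its hits are not listed in these tables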
KLF5 inh: inhibitors of KLF5 expression | AID 1700 | hit rate 0.23% among 290,000 | inhibition, % at 5 µM | DLD-1 KLF5 promoter-luciferase reporter, luminescence;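 active = inhibition above a per-plate limit of that plate's mean compound inhibition plus 3 SD, cut at about 60% in these data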;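 note: 0% = DMSO wells and 100% = LY294002 at 200 µM; higher means less KLF5 promoter-driven luciferase light; inactives centre near -14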
aSyn 5UTR inh: 5' untranslated region of α-synuclein, MLPCN primary screen; alpha-synuclein 5'UTR reporter, inhibitor activity; inhibition, % (tested at 7.5 µM); hit rate 0.82% among 300,000; AID 1813; in the data active = inhibition above about 60%;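 note: H4 neuroglioblastoma cells stably carrying SNCA 5'UTR luciferase fusion; 0% = DMSO wells and 100% = positive control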
HSP90 inh: HSP90 refolding inhibition in rabbit reticulocyte lysate. inhibition, % at 5.6 µM. hit rate 0.91% among 290,000. luciferase refolding luminescence, 3 h;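 active = inhibition above the screen-wide mean plus 3 SD, computed separately per campaign, cut at about 16% in these data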;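 note: 0% = DMSO wells and 100% = 60 µM geldanamycin wells; inhibitors lower the luminescence because luciferase stays unfolded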
IEC-6 tox: counter-screen for KLF5 inhibitors: cytotoxicity in IEC-6 cells; IEC-6 cytotoxicity, luminescence viability; inhibition, % at 5 µM; hit rate 0.78% among 290,000; in the data active = inhibition above about 22%;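 note: 0% = plate median of test compound wells and 100% = cytotoxic reference compound wells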
GSK3A inh: blocks human GSK-3 alpha kinase. P49840. ADP-Glo luminescence, 60 min. inhibition, % at 10 µM. hit rate 0.1% among 320,000;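 in the data active = inhibition above about 50%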;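 note: GST-tagged GSK-3 alpha with peptide substrate and 25 µM ATP; 0% = DMSO neutral wells and 100% = GW8510 positive control wells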
Target sequence (P49840 whole entry, looked up): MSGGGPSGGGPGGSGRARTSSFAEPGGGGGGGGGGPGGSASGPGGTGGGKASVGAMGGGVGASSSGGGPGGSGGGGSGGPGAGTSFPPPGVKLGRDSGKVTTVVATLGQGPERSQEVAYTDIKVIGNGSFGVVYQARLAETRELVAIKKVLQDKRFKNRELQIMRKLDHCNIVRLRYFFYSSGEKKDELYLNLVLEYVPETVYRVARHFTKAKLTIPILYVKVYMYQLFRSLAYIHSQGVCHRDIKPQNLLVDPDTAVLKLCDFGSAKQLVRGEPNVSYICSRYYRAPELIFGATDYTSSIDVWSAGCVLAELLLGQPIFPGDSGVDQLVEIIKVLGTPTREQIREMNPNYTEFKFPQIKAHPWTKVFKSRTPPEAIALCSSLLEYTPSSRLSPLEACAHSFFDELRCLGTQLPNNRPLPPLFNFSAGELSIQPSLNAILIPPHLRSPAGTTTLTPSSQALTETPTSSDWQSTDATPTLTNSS
HSF-1 act: increases HSF-1 driven luciferase reporter signal; NIH3T3-HGL HSF-1 luciferase reporter, MG132, 8 h; 100% = twice DMSO control signal; activation, % at 9 µM; hit rate 1.7% among 300,000; AID 504408;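 active = mean replicate activation of at least 50% with a set share of replicates each reaching 50%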;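 note: 0% = median of the neutral control wells and 100% = twice that signal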
Platelet DG rel: modulates dense granule release in human platelets. human platelet-rich plasma, SFLLRN dense granule ATP release, luminescence. inhibition, %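 (compounds screened at 7.5 µM in platelet-rich plasma)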. hit rate 0.22% among 300,000. AID 1663;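 active = mean replicate score, as percent of positive control, at or above 50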
GSK3beta inhib: blocks human GSK3beta kinase activity; GST-GSK3beta kinase, ADP-Glo luminescence, 60 min; active compounds read low; hit rate 0.038% among 300,000; activity score (negative = inhibition), % at 10 µM; P49841;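 active = more than half of replicate wells score below -50%, meaning over 50% inhibition versus plate controls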;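 note: 0% = median DMSO wells and -100% = median GW8510 positive control wells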
Target sequence (P49841 whole entry, looked up): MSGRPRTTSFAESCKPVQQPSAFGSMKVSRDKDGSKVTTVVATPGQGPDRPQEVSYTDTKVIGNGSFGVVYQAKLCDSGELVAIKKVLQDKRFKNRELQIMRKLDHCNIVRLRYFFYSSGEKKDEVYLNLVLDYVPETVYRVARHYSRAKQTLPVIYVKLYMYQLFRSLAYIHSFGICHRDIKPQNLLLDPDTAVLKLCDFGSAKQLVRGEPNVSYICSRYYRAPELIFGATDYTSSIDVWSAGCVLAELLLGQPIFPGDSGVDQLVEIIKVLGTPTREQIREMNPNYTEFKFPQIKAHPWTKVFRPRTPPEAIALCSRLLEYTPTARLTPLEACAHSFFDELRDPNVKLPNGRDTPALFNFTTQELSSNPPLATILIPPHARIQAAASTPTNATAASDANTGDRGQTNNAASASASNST
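Test system: GST-fused GSK3beta enzyme, cell-free | Quantity: 1.6 ng GST-GSK3beta enzyme per well | Reagent: 25 µM ATP with peptide substrate | Schedule: 60 min enzyme reaction, room temperature | Signal: Luminescent ADP-Glo measurement of ADP formed | Read-out basis: Score relative to plate controls | Control set: DMSO and 20 µM GW8510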
* = called active by the depositor. The list is partial. The share of hits here may be higher or lower than overall.

What do the screens show for `COc1cc(NC(=O)c2cc(-c3ccco3)on2)c(OC)cc1Cl`?
HSF1 inh: 7; DYRK1A inh: 0; KLF5 inh: 7; aSyn 5UTR inh: -47; HSP90 inh: 5; IEC-6 tox: -1; HSF-1 act: 20; Platelet DG rel: 8; GSK3beta inhib: 4

What do the screens show for `Cn1c(=O)c(C(=O)COC(=O)c2cc(-c3ccccc3)nc3ccccc23)c(N)n(Cc2ccccc2)c1=O`?
HSF1 inh: -2; KLF5 inh: -8; aSyn 5UTR inh: 49; HSP90 inh: 4; IEC-6 tox: -9; GSK3A inh: -3; HSF-1 act: -10; Platelet DG rel: -1; GSK3beta inhib: 1

Results for Cc1ccc(S(=O)(=O)Nc2ccccc2C(=O)OC(C)C(=O)Nc2ccc3ccccc3c2)cc1[N+](=O)[O-] (centres undefined) ?
HSF1 inh: 2; DYRK1A inh: -2; KLF5 inh: -5; aSyn 5UTR inh: -10; HSP90 inh: 1; IEC-6 tox: 5; GSK3A inh: -1; HSF-1 act: 6; Platelet DG rel: 4; GSK3beta inhib: -1

How did O=C(CN1C(=O)/C(=C/c2ccccc2)SC1=S)NC1CCS(=O)(=O)C1 (centres undefined) do in these assays?
HSF1 inh: -1; DYRK1A inh: -5; KLF5 inh: -8; aSyn 5UTR inh: -23; HSP90 inh: 0; IEC-6 tox: 1; GSK3A inh: -2; HSF-1 act: 6; Platelet DG rel: -2; GSK3beta inhib: -5

How did COc1ccccc1NC(=O)C(CCS(C)(=O)=O)N1C(=O)c2ccccc2C1=O (centres undefined) do in these assays?
HSF1 inh: -1; DYRK1A inh: -1; KLF5 inh: -12; aSyn 5UTR inh: 23; HSP90 inh: -2; IEC-6 tox: 2; GSK3A inh: -2; HSF-1 act: -6; Platelet DG rel: -2; GSK3beta inhib: 1

What do the screens show for `O=C(O)COCC(=O)N1CCN(C2c3ccccc3-c3ccccc32)CC1`?
HSF1 inh: -12; DYRK1A inh: -3; KLF5 inh: 3; aSyn 5UTR inh: 0; HSP90 inh: 0; IEC-6 tox: 1; GSK3A inh: -2; HSF-1 act: -17; Platelet DG rel: -14; GSK3beta inhib: -5

Results for Cc1cc(C)cc(NC(=S)NCc2ccc(F)cc2)c1 ?
HSF1 inh: 2; DYRK1A inh: 0; KLF5 inh: -16; aSyn 5UTR inh: 11; HSP90 inh: 2; IEC-6 tox: 1; GSK3A inh: -2; HSF-1 act: 13; Platelet DG rel: -7; GSK3beta inhib: 2

What do the screens show for `CCN(CC)c1ccc(S(=O)(=O)N2CCOCC2)cc1NC(=O)COC(=O)/C=C/c1ccc(C)o1`?
HSF1 inh: -7; aSyn 5UTR inh: -2; GSK3A inh: 0; HSF-1 act: -9; Platelet DG rel: -14; GSK3beta inhib: 4

Results for Cc1c(CN2CCC(C)CC2)c(=O)n(-c2ccccc2)n1C ?
HSF1 inh: -5; DYRK1A inh: -7; KLF5 inh: -21; aSyn 5UTR inh: 1; HSP90 inh: -3; IEC-6 tox: 0; GSK3A inh: 0; HSF-1 act: 5; Platelet DG rel: 3; GSK3beta inhib: 1

How did Cc1ccn(CCC(=O)Nc2ccc(-c3ccno3)cc2)n1 do in these assays?
HSF1 inh: 11; DYRK1A inh: -2; KLF5 inh: 3; aSyn 5UTR inh: -29; HSP90 inh: -2; IEC-6 tox: 8; GSK3A inh: -2; HSF-1 act: 36; Platelet DG rel: -1; GSK3beta inhib: -1

What do the screens show for `O=C(NCCCO)NC12CC3CC(CC(C3)C1)C2`?
HSF1 inh: -14; DYRK1A inh: -5; KLF5 inh: 2; aSyn 5UTR inh: 2; HSP90 inh: 3; IEC-6 tox: 1; HSF-1 act: 4; Platelet DG rel: -1; GSK3beta inhib: -1

Results for C/C(=N\OCC(=O)Nn1c(=O)[nH]c2ccccc2c1=O)c1ccccc1 ?
HSF1 inh: -3; DYRK1A inh: 4; KLF5 inh: -10; aSyn 5UTR inh: 4; HSP90 inh: -3; IEC-6 tox: 1; GSK3A inh: -2; HSF-1 act: -3; Platelet DG rel: 0; GSK3beta inhib: -1

Results for CCOCCCNC(=O)/C(C#N)=C/c1cc(OC)c(O)c([N+](=O)[O-])c1 ?
HSF1 inh: 0; DYRK1A inh: 15; KLF5 inh: 11; aSyn 5UTR inh: 12; HSP90 inh: 7; IEC-6 tox: 2; GSK3A inh: 30; HSF-1 act: -23; Platelet DG rel: 0; GSK3beta inhib: -36

What do the screens show for `O=C(CSc1nnc(-c2ccccn2)n1Cc1ccco1)c1ccc(Cl)cc1`?
HSF1 inh: 2; DYRK1A inh: 0; KLF5 inh: -22; aSyn 5UTR inh: 25; HSP90 inh: 5; IEC-6 tox: 0; GSK3A inh: -3; HSF-1 act: 11; Platelet DG rel: -5; GSK3beta inhib: -1

What do the screens show for `COc1cc(NC(=S)Nc2ccc(N(C)C(C)=O)cc2)cc(OC)c1`?
HSF1 inh: -2; DYRK1A inh: -2; KLF5 inh: -18; aSyn 5UTR inh: -22; HSP90 inh: 5; IEC-6 tox: 2; GSK3A inh: -2; HSF-1 act: 9; Platelet DG rel: 15; GSK3beta inhib: -1

Results for CCNC(=O)NC1c2ccccc2CSc2ccccc21 (centres undefined) ?
HSF1 inh: 1; DYRK1A inh: 10; aSyn 5UTR inh: -23; GSK3A inh: -2; HSF-1 act: 16; Platelet DG rel: -14; GSK3beta inhib: -1

What do the screens show for `CC(=O)NCC(=O)N[C@@H](CC(=O)OCc1ccccc1)C(=O)OCc1ccccc1`?
HSF1 inh: 1; DYRK1A inh: -5; KLF5 inh: -14; aSyn 5UTR inh: 3; HSP90 inh: -2; IEC-6 tox: 2; GSK3A inh: 2; HSF-1 act: 4; Platelet DG rel: -11; GSK3beta inhib: 0

Results for N/C(Cc1ccc(Cl)cc1Cl)=N\OC(=O)c1cccs1 ?
HSF1 inh: 8; DYRK1A inh: 4; KLF5 inh: -16; aSyn 5UTR inh: -43; HSP90 inh: -1; IEC-6 tox: 0; GSK3A inh: -2; HSF-1 act: 24; Platelet DG rel: -7; GSK3beta inhib: 1

What do the screens show for `CCCCn1nc(NC(=O)CC(C)C)c2cc3cc(OC)ccc3nc21`?
HSF1 inh: -3; DYRK1A inh: -3; KLF5 inh: -22; aSyn 5UTR inh: 9; HSP90 inh: -3; IEC-6 tox: -27; GSK3A inh: -2; HSF-1 act: -5; Platelet DG rel: 0; GSK3beta inhib: 0

Results for COc1ccc(NC(=O)Nc2cccc(OC)c2)cc1 ?
HSF1 inh: 2; DYRK1A inh: 5; KLF5 inh: -131; aSyn 5UTR inh: -134; HSP90 inh: 0; IEC-6 tox: 0; GSK3A inh: -3; HSF-1 act: 39; Platelet DG rel: 10; GSK3beta inhib: 1

Results for CC1CCC(NC(=O)CC2Oc3ccccc3NC2=O)CC1 (centres undefined) ?
HSF1 inh: -3; DYRK1A inh: 6; KLF5 inh: -25; aSyn 5UTR inh: 8; HSP90 inh: 0; IEC-6 tox: 0; GSK3A inh: -3; HSF-1 act: 0; Platelet DG rel: 7; GSK3beta inhib: -1

What do the screens show for `CCC(c1nnnn1Cc1ccc2c(c1)OCO2)N1CCN(CC)CC1` (centres undefined)?
HSF1 inh: -8; DYRK1A inh: 0; KLF5 inh: -16; aSyn 5UTR inh: -1; HSP90 inh: -2; IEC-6 tox: -5; GSK3A inh: -1; HSF-1 act: -7; Platelet DG rel: -6; GSK3beta inhib: 1

What do the screens show for `O=C(c1ccco1)N1CCN(C(c2coc3ccc(Cl)cc3c2=O)c2nnnn2C2CCCC2)CC1` (centres undefined)?
HSF1 inh: 1; DYRK1A inh: -5; KLF5 inh: -17; aSyn 5UTR inh: 12; HSP90 inh: 1; IEC-6 tox: -1; GSK3A inh: 3; HSF-1 act: -4; Platelet DG rel: 1; GSK3beta inhib: 3

What do the screens show for `CCN(CC)C(=S)Nc1ccc([N+](=O)[O-])cc1`?
HSF1 inh: 3; DYRK1A inh: 1; KLF5 inh: -17; aSyn 5UTR inh: 0; HSP90 inh: -3; IEC-6 tox: 3; GSK3A inh: -3; HSF-1 act: 21; Platelet DG rel: 13; GSK3beta inhib: 1

How did COc1ccc2cc3cc(C(=O)Nc4ccccc4N4CCN(C)CC4)oc3nc2c1 do in these assays?
HSF1 inh: 8; DYRK1A inh: 47; KLF5 inh: -15; aSyn 5UTR inh: -52; HSP90 inh: 4; IEC-6 tox: 4; GSK3A inh: 5; HSF-1 act: 28; Platelet DG rel: -26; GSK3beta inhib: -1

What do the screens show for `O=C(c1ccc(OC2CCN(CCO)CC2)cc1)N1CCCC1`?
HSF1 inh: -5; KLF5 inh: -17; aSyn 5UTR inh: -18; HSP90 inh: -5; IEC-6 tox: -8; GSK3A inh: 1; HSF-1 act: -21; Platelet DG rel: -13; GSK3beta inhib: 0

Results for Nc1nonc1-n1nnc(C(=O)N/N=C/c2cccc(F)c2)c1CN1CCCC1 ?
HSF1 inh: 0; DYRK1A inh: -8; aSyn 5UTR inh: -25; GSK3A inh: 32; HSF-1 act: 9; Platelet DG rel: -4; GSK3beta inhib: -8

What do the screens show for `Cc1cc(NC(=O)CSc2c[nH]c3ccccc23)no1`?
HSF1 inh: 3; KLF5 inh: -15; aSyn 5UTR inh: 12; HSP90 inh: 13; IEC-6 tox: 2; GSK3A inh: -1; HSF-1 act: 16; Platelet DG rel: -13; GSK3beta inhib: 1

What do the screens show for `CN(CC(=O)Nc1cccc(F)c1)CC(=O)Nc1cccc(S(N)(=O)=O)c1`?
HSF1 inh: -72*; DYRK1A inh: -7; KLF5 inh: 8; aSyn 5UTR inh: -2; HSP90 inh: 1; IEC-6 tox: -3; GSK3A inh: -1; HSF-1 act: -80; Platelet DG rel: 1; GSK3beta inhib: -2

How did O=C(NCCN1CCOCC1)Nc1ccc(F)cc1 do in these assays?
HSF1 inh: 7; DYRK1A inh: 15; KLF5 inh: -38; aSyn 5UTR inh: -11; HSP90 inh: -4; IEC-6 tox: 3; GSK3A inh: 0; HSF-1 act: 19; Platelet DG rel: -1; GSK3beta inhib: 1

Results for Cc1occc1C(=O)Nc1nccs1 ?
HSF1 inh: -6; DYRK1A inh: -11; KLF5 inh: -15; aSyn 5UTR inh: -19; HSP90 inh: 3; IEC-6 tox: 2; GSK3A inh: 16; HSF-1 act: -7; Platelet DG rel: 4; GSK3beta inhib: -7

What do the screens show for `COc1cnc(-c2ccccn2)nc1Oc1cccc(Cl)c1`?
HSF1 inh: -7; DYRK1A inh: 4; KLF5 inh: 5; aSyn 5UTR inh: 5; HSP90 inh: 1; IEC-6 tox: -1; GSK3A inh: -3; HSF-1 act: -18; Platelet DG rel: -1; GSK3beta inhib: 0

How did COc1ccc(CN2C(=O)c3ccccc3C2C(=O)NC2CCC(C)CC2)c(OC)c1 (centres undefined) do in these assays?
HSF1 inh: -7; DYRK1A inh: -8; KLF5 inh: -30; aSyn 5UTR inh: -20; HSP90 inh: 2; IEC-6 tox: 4; GSK3A inh: 4; HSF-1 act: -10; Platelet DG rel: 10; GSK3beta inhib: 2

Source: PubChem BioAssay
